Screens as filed in PubChem BioAssay.
RPL19A TOR yeast: RPL19A-GFP expression modulators in yeast, primary screen, cell-based, S. cerevisiae, multiplex flow cytometry, MLPCN | S. cerevisiae RPL19A-GFP strain, 3 h; active compounds read low | percent response vs DMSO, % at 10 µM | 0.3% of 330,000 active;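 active = percent response vs DMSO below 50%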;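 note: median channel GFP fluorescence of the barcoded RPL19A-GFP strain; ratio of sample median GFP to plate DMSO average so 100% = DMSO; lower means less RPL19A-GFP as with rapamycin TOR inhibition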
proCasp3 act: activators of human procaspase-3 D3A mutant, primary screen, biochemical, absorbance, PC-3 D3A mutant, single concentration. Caspase-3 (Homo sapiens), P42574. recombinant procaspase-3 D3A, Ac-DEVD-pNA absorbance 405 nm. activation, % at 8.5 µM. 0.11% of 330,000 active. AID 463141, 2010;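 active = activation above the mean of all tested compounds plus 3 SD, cut at about 21% in these data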;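 note: 0% = DMSO alone and 100% = DMSO wells spiked with extra 5 µM PC-3 D3A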
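Test system: Procaspase-3 D3A mutant; medium: Zinc-free HEPES/NaCl buffer with 0.01% Triton X-100 at pH 7.4; reagent: DEVD-pNA substrate; doses: one concentration, 8.5 µM nominal, 0.8% DMSO; times: 1 h preincubation plus 2 h reaction at 25 °C; signal: Epi-absorbance at 405 nm of released p-nitroaniline, 0 and 120 min; replicates: singlicate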
EBNA-1 inhibitor: EBNA-1 DNA-binding inhibitors, primary screen, biochemical, fluorescence polarization; inhibition, % at 14.8 µM; 0.34% of 300,000 active; in the data active = inhibition above about 28%
MEP2-GFP yeast: modulators of MEP2-GFP levels in yeast, primary screen, S. cerevisiae, multiplex flow cytometry, MLPCN library; S. cerevisiae MEP2-GFP strain, 3 h; 100% = DMSO control level; GFP response vs DMSO, % at 10 µM; 0.51% of 330,000 active;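 active = GFP response versus DMSO above a set limit, roughly screen mean plus 3 SD, cut at about 180% in these data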;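 note: median GFP fluorescence of the barcode-gated MEP2-GFP cells per well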
ZTA DNA inh: ZTA (EBV) inhibition in EBNA-1 counter-screen | P03206 | ZTA-DNA binding, fluorescence polarization | inhibition, % at 11 µM | 0.15% of 320,000 active | AID 2234; in the data active = inhibition above about 33%
procasp7 counter: procaspase-7 activators, primary screen, counter-screen for procaspase-3 activator project, biochemical, absorbance, HTS, human. Caspase-7 (Homo sapiens), P55210. recombinant procaspase-7, Ac-DEVD-pNA absorbance 405 nm; D23A/D198A/D206A triple mutant, cannot self-cleave; scale: DMSO 0, 5 µM enzyme 100. activation, % at 8.5 µM. 0.093% of 330,000 active;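 active = percent activation above the screen-wide mean plus 3 SD, cut at about 25% in these data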
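System: Procaspase-7 triple mutant (PC-7 D3A); measure: % activation from two-timepoint absorbance difference, scaled to controls; times: 1 h compound preincubation, 2 h substrate cleavage, 25 °C; also added: Ac-DEVD-pNA substrate, 400 µM as added; measured by: Epi-absorbance of released pNA at 405 nm, two timepoints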
LAP4-GFP MLPCN: modulators of LAP4-GFP expression in yeast, primary screen, S. cerevisiae, multiplex flow cytometry, MLPCN library; 3 h; median GFP as percent of DMSO wells; GFP response vs DMSO, % at 10 µM; 0.34% of 320,000 active;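 active = GFP response vs DMSO above a set limit, about the screen mean plus 3 SD, cut at about 150% in these data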
AHR activator: AHR activators, primary screen, cell-based, luminescence, luciferase reporter, human; Aryl hydrocarbon receptor (Homo sapiens), P35869; AHR-responsive luciferase reporter cells; activation, % at 5 µM; 2.5% of 320,000 active; in the data active = activation above about 47%;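 note: 0% = vehicle wells and 100% = reference agonist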
Numbers without * were called inactive; · = not tested or not shown; [ ] = remark or other dose.

SMILES	RPL19A TOR yeast	proCasp3 act	EBNA-1 inhibitor	MEP2-GFP yeast	ZTA DNA inh	procasp7 counter	LAP4-GFP MLPCN	AHR activator
Cc1ccc(-c2nc(SCC(=O)NCC3CCCO3)c(-c3ccc(Cl)cc3)[nH]2)cc1 (stereo unspecified)	94	-9	7	96	-19	4	96	86*
CCCCS(=O)(=O)/C=C/[C@H]1[C@H](S(=O)(=O)CCCC)[C@H]2C=C[C@@H]1C2	97	7	0	101	3	-2	98	0
CC(O)CO (stereo unspecified)	101	5	·	102	-3	3	100	-1
CCN(CC)S(=O)(=O)c1ccc2c(c1)N(CC(=O)NCCCN1CC(C)CC(C)C1)C(=O)CO2 (stereo unspecified)	107	-5	-12	112	-7	-2	93	-1
C=CCSC1=N/C(=C\c2ccc3c(c2)OCO3)C(=O)S1	92	-18	-2	96	-6	-24	93	6
CCN(CCCCCN(C)C)Cc1cc2ccccc2o1	100	-7	9	97	-2	7	90	-2
Cc1nn(-c2ccccc2)c2nc(N)c(C(N)=O)cc12	97	-8	-3	101	7	-7	112	5
Cc1ccc(N=Nc2c(N)[nH]n3c(=O)cc(-c4ccccc4)nc23)cc1	100	-3	-6	106	3	-5	104	4
COc1c(OC(C)=O)c(=O)n2c3ccccc3c3ccnc1c32	48*	0	14	245*	9	-5	95	3
CC(C)CC(=O)N1CCN(C(=O)c2ccc(F)cc2)CC1	100	11	-6	104	-3	-3	88	-1
COc1ccc(OC)c(C2=NS(=O)(=O)N(C)C(C(=O)Nc3ccc(F)cc3F)=C2)c1	101	4	2	116	-8	-9	105	6
Cc1ccc(CCNC(=O)C2CCN(S(=O)(=O)c3cccc4nonc34)CC2)cc1	104	-6	-3	108	6	8	112	0
CC(NC(=O)c1cn(C)c2ccc(S(=O)(=O)N3CCCC3)cc2c1=O)c1ccccc1 (stereo unspecified)	99	-6	-1	97	-3	-2	93	1
Cn1c(SCC(=O)NC2CCCC2)nnc1-c1ccc(S(=O)(=O)N2CCOCC2)cc1	110	8	5	106	-7	13	110	0
O=c1[nH]c2ccccc2c2nc(-c3cccc(S(=O)(=O)N4CCCC4)c3)nn12	93	-2	-6	94	-17	3	101	2
CCc1noc(C)c1C(=O)Nc1nc2ccc(F)cc2s1	84	0	-7	88	16	-4	144	52*
O=C(CN1C(=O)C2CCCCC2C1=O)Nc1cc([N+](=O)[O-])ccc1F (stereo unspecified)	96	5	·	96	-14	1	96	1
CCOc1ccc(Cl)cc1CNc1nnnn1CC	102	3	1	99	-6	12	84	3
Fc1cccc(NC(=S)Nc2ccc(Br)cc2)c1	105	-12	-16	112	-7	0	130	-1
Cc1nc(SCC(=O)NCc2ccccc2)c2c(=O)n(C)c(=O)n(C)c2n1	97	-1	11	104	-2	3	116	10
CCCN1C(=O)/C(=C/c2ccc(C)o2)SC1=Nc1ccc(OCC)cc1	94	-13	-1	98	-11	12	112	3
Cc1ccc(-n2c(=O)cc(N3CC(C)CC(C)C3)[nH]c2=O)cc1 (stereo unspecified)	96	5	-2	103	-4	8	100	4
CCOC(=O)c1nn(-c2ccccc2)c(=O)cc1SC(C)CC (stereo unspecified)	102	-4	-13	93	-14	-6	99	-2
O=C(OCc1cccc([N+](=O)[O-])c1)c1ccc[nH]c1=O	104	2	0	106	6	2	104	-2
COc1ccc(Br)cc1CN(C)CC(=O)NCc1ccc(F)cc1	106	-12	0	109	6	9	105	2
Going on with the list.
SMILES	RPL19A TOR yeast	proCasp3 act	EBNA-1 inhibitor	MEP2-GFP yeast	ZTA DNA inh	procasp7 counter	LAP4-GFP MLPCN	AHR activator
CCOc1ccc(S(=O)(=O)N(C)c2ccc(OCC(=O)OCc3c(C)noc3C)cc2)cc1	101	2	5	102	19	-4	104	3
Cc1cc(C)n2nc(Nc3ccccc3)cc2n1	101	1	1	102	-7	0	112	36
Cc1nnc(SCC(=O)Nc2c(Cl)cccc2Cl)n(N)c1=O	95	9	0	89	-5	3	101	12
COc1ccc(C)cc1NC(=O)C(CCS(C)(=O)=O)NC(C)=O (stereo unspecified)	97	-8	-2	103	-1	-4	101	0
CCCSc1nc(N)c(C#N)c(-c2ccc(C)cc2)c1C#N	91	11	-3	93	12	2	91	5
COc1ccc(-c2coc3cc(OC4OC(CO)C(O)C(O)C4O)ccc3c2=O)cc1 (stereo unspecified)	96[may fluoresce violet]	1	7	163[may fluoresce violet]	-12	6	90[may fluoresce violet]	12
CCOC(=O)C1(CC2CCCCO2)CCN(Cc2nccn2-c2cccc(C)c2)CC1 (stereo unspecified)	106	6	6	105	0	-1	94	1
CCCCNc1c(NC(C)=O)c(=O)oc2ccccc12	99	0	-10	101	-5	-5	90	-2
CC(C)=C1C2C=CC1C(C(=O)Nc1cc(C)ccc1C)C2C(=O)O (stereo unspecified)	·	9	-5	111	-8	1	99	4
CCCOc1ccc(C(=O)OCC(=O)c2c(N)n(C)c(=O)n(C)c2=O)cc1OCC	101	2	-8	102	3	7	90	2
O=C(CN1C(=O)c2ccccc2C1=O)NCC(=O)OCC(=O)c1ccc(Cl)cc1	100	3	-3	107	-3	7	100	-5
CN(C)C(=O)COn1c(SCC(=O)N(C)C)nc2ccccc2c1=O	95	-2	-2	101	10	2	108	0
CC1(C)Cc2c(C#N)c(SCC(=O)c3ccccc3)nc(N3CCOCC3)c2CS1	94	-5	6	93	8	-2	90	1
Nc1c(S(=O)(=O)c2ccccc2)csc1C(=O)O	99	6	14	97	9	-5	103	24
CC1CCN(C(=O)COC(=O)Cn2cnc3c2c(=O)n(C)c(=O)n3C)CC1	101	-1	10	107	6	-4	99	-1
O=C(CCSCc1ccccc1)Nc1ccc2c(c1)OCCO2	106	0	-20	100	-19	6	105	5
O=C(CSc1nnc2ccccn12)NC(=O)c1ccccc1Cl	92	-6	·	95	·	5	96	0
COc1ccc(C(=O)N2CCC(C(=O)N3CCN(Cc4ccccc4)CC3)CC2)cc1	101	4	4	103	3	4	90	-2
Cc1ccc(-c2cn(S(=O)(=O)c3ccc(C)cc3)nc2N)cc1	99	-1	0	105	11	-3	102	4
COc1cccc(-c2nn(-c3ccccc3)cc2CN(C)Cc2ccon2)c1	104	2	1	104	5	0	99	18
Cc1ccccc1-n1ncc2c1CC(C)(C)CC2NC(=O)CCC1=NNC(=O)CC1 (stereo unspecified)	97	6	-8	98	-33	7	97	2
COC(=O)CCC(=O)OC1(C)C(=O)C2=CN(Cc3ccco3)C(c3ccc(OC)cc3)=CC2=C(Br)C1=O (stereo unspecified)	102	5	11	110	5	-20	99	18
COc1ccc(NC(=O)C(Br)C(C)C)cc1 (stereo unspecified)	100	-5	-7	98	-26	0	96	-1
Cc1nc2ccccn2c1C(=O)NC1CCCCC1	100	-8	8	103	22	7	100	0
COc1ccc(NS(=O)(=O)c2ccc(-c3n[nH]c(=S)n3Cc3ccccc3)cc2)cc1	97	-12	0	99	-16	-17	103	1
Next structures follow:
SMILES	RPL19A TOR yeast	proCasp3 act	EBNA-1 inhibitor	MEP2-GFP yeast	ZTA DNA inh	procasp7 counter	LAP4-GFP MLPCN	AHR activator
CCN(C(=O)CN1CCc2ccccc21)c1c(N)n(Cc2ccccc2)c(=O)[nH]c1=O	97	-1	-4	98	8	5	98	6
COC(=O)C(Nc1ccccc1Cl)(c1cc(C)c(O)c(C)c1)C(F)(F)F (stereo unspecified)	99	5	1	98	3	6	97	-1
C=CCOC(=O)/C(=C/c1cccc2ccccc12)NC(=O)c1ccccc1	106	-12	1	93	-15	3	95	13
CC(C)Cc1ccc(C(C)C(N)=Nc2ccc(O)cc2)cc1 (stereo unspecified)	96	-1	-1	97	-2	0	126	0
O=C(Nc1cccc(Cl)c1N1CCOCC1)c1ccco1	98	12	-6	94	-5	-5	85	-1
CCC(C)c1ccc(NC(=O)NCCN2CCCCC2)cc1 (stereo unspecified)	102	11	-1	109	-11	6	98	2
OCCCNc1cc(-c2ccccc2)nc2cc(-c3ccc(F)cc3)nn12	102	7	3	103	-4	-3	103	2
CCN(Cc1ccccc1)C(=O)C1CCN(Cc2ccc(SC)cc2)CC1	100	-6	-4	96	1	2	97	1
Cc1cccc(OCCCCc2c(C)n[nH]c2C)c1C	101	-9	-12	102	4	-8	107	7
C#CCOCCOCCOCCNc1nc(N2CCN(C(=O)CCCCCCCCCCNC(=O)Cn3cc(CCCCCN)nn3)CC2)nc(N2CCN(C(=O)CCCCCCCCCCNC(=O)[C@@H]([C@H](C)O)n3cc(C)nn3)CC2)n1	93	-3	11	103	30	-2	114	1
O=C(NCc1ccccc1C(F)(F)F)C1CCC(=O)N(CCCc2ccccc2)C1 (stereo unspecified)	94	0	-10	99	5	2	96	3
N#CN=C(c1ccccc1)c1ccccc1	95	1	-3	125	-15	-2	100	-1
Cc1ccc(CCNC(=O)C2CCC(=O)N2Cc2ccc(F)cc2)cc1 (stereo unspecified)	102	-10	-11	102	-6	3	91	2
O=S(=O)(N/N=C/c1ccc2c(c1)OCCO2)c1ccc(Cl)cc1	105	2	11	102	-9	-8	108	2
CCOC(=O)C1CCN(C(=O)Nc2ccc(NC(=O)C3CCN(C(=O)OCC)CC3)cc2)CC1	98	6	-13	100	-10	0	102	-2
CN(C)CCN(C(=O)c1ccc2c(c1)OCCO2)c1nc2ccc(Cl)cc2s1	97	-6	-5	100	-1	0	101	10
O=C(COc1ccc(S(=O)(=O)N2CCOCC2)cc1Cl)NCCCn1ccnc1	95	1	12	97	-6	-5	95	-1
CCOc1ccc(C2CC(c3cccc(Cl)c3)n3nc(N)nc3N2)cc1 (stereo unspecified)	98	2	1	105	0	-1	100	5
COc1cc(OC)c(NS(=O)(=O)c2ccc(Cl)c(C(=O)OC(C)C(=O)N3CCCC3)c2)cc1Cl (stereo unspecified)	96	-2	-14	94	-3	10	94	1
CC(NC(=O)Cc1c(F)cccc1Cl)C1CCCO1 (stereo unspecified)	99	-5	11	91	8	-7	97	-2
CC(C)(C)OC(=O)N1CCC(C(=O)Nc2ccc3c(c2)CCC3)CC1	99	6	·	99	4	9	98	20
COc1ccc(S(=O)(=O)N(C)c2ccc(C(=O)NCc3ccccn3)cc2)cc1OC	104	-5	9	103	1	2	100	6
COc1ccc(NCc2ccc([N+](=O)[O-])s2)c(OC)c1	96	-9	6	96	4	-19	111	-1
Cc1ccc(NC(=O)CN(C)C(=O)Cn2ncc(Cl)c(Cl)c2=O)cc1	100	-12	-4	100	-6	-5	96	5
C[n+]1ccc(/C=C/c2cccs2)cc1	94	6	1	95	-1	1	88	1
CCCOc1ccc(-c2cc(C(=O)NCC3CCCO3)c3ccccc3n2)cc1 (stereo unspecified)	105	-1	-2	101	13	11	112	51*

As entered above.
OCCCNc1cc(-c2ccccc2)nc2cc(-c3ccc(F)cc3)nn12 in EBNA-1 inhibitor is entered as 3
Cc1cccc(OCCCCc2c(C)n[nH]c2C)c1C in MEP2-GFP yeast is entered as 102
CCN(C(=O)CN1CCc2ccccc21)c1c(N)n(Cc2ccccc2)c(=O)[nH]c1=O in proCasp3 act is entered as -1

Hits appear at their usual frequency. Share with any hit: about 3.8%.
